# Bioassay records (PubChem)
# MmCpn inh: inhibitors of Methanococcus maripaludis chaperonin (MmCpn); AID 504842; Potency, µM (doses to about 76.9 µM), for inactives: at the top dose activity, negative = inhibition, hits mostly inhibitors; purified Mm-Cpn ATPase, ADP Transcreener TR-FRET; 0.031% of 330,000 active; further: potency means the concentration at half of the fitted maximal effect; on the % scale 0 is the no-effect control and ±100 the full control effect; nearly all actives have a fitted effect of over 80% in size
#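 Inhibition of chaperonin ATP hydrolysis is measured as reduced ADP production, detected by competitive TR-FRET in which signal falls with ADP. Final enzyme 25 nM and ATP 10 uM, reacted 30 min at 37°C.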
# EPAC2 ag: EPAC2 (human) agonism; Potency, µM (highest dose often 154 µM), without a hit: at the top dose activation, actives largely listed as activators; 0.079% of 360,000 active; EPAC2 activation, biochemical qHTS; response scale: 100% = 6.5 mM cAMP response; further: potency means the concentration at half of the fitted maximal effect; nearly all actives have a fitted effect of over 50% in size
#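 EPAC2 (100 nM) mixed with Rap1B loaded with BODIPY-GDP (250 nM) plus 50 uM unlabeled GDP; compounds pinned in, 5 min RT, then read every 5 min for 30 min (ex 480, em 540 nm). Normalized to cAMP control.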
# D3 ag: D3 dopamine receptor (human) agonism; 0.58% of 410,000 active; max activation, %; P35462; AID 652048; D3R DiscoveRx beta-arrestin cells, luminescence, 90 min; in the data active means max activation above about 30%; further: 0% is about no effect; mostly tested at two doses, the higher about 12 µM
# Target sequence (P35462 whole entry, looked up): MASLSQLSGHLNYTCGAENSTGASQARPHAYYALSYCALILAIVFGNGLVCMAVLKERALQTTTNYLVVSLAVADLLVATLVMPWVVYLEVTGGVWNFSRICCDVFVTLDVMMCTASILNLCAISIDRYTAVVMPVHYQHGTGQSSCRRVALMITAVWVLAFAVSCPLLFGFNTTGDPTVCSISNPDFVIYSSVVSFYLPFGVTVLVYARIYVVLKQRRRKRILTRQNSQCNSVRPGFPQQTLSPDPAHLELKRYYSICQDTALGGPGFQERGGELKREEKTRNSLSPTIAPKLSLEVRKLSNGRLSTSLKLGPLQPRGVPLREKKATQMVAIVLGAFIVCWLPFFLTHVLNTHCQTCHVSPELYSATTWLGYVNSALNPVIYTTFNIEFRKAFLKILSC
#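 Agonist mode: compounds and dopamine controls were applied to plated cells for 90 min at 37 degrees C after an overnight attachment at 1500 cells/well. Luminescent read-out followed 30 - 60 minutes at room temperature with DiscoveRx detection reagent.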
# DRD3 antagonist: antagonists of human D3 dopamine receptor | P35462 | D3R cells, DiscoveRx beta-arrestin luminescence, antagonist mode; active compounds read low | max response, negative = inhibition, % | 2.5% of 360,000 active | AID 652054; in the data active means max response below about -50%; inconclusive means no clear call, values can overlap the other calls; further: on the % scale 0 is the no-effect control and ±100 the full control effect; mostly tested at two doses, the higher about 12 µM
#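 Cells expressing the human receptor were seeded at 1500 cells/well, incubated overnight at 37 degrees C in 5% CO2, then exposed to library compounds with dopamine controls for 90 minutes at 37 degrees C before luminescent detection.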
# Akt phos inh: inhibitors of Akt phosphorylation; Neuro2A IGF-stimulated pAkt S473 HTRF, 20 min; active compounds read low; activity change, % for hits at 50 µM; 0.32% of 360,000 active; in the data active means activity change below about -80%; inconclusive means mostly about -51% to -80%; further: on the % scale 0 is the no-effect control and ±100 the full control effect
#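 Neuro2A cells (4,500/well, DMEM with 0.5% FBS) were treated with compound at a single 50 µM final concentration, stimulated with 6 nM IGF for 20 min at 37 °C, and lysed. Phospho-Akt Ser473 was read by HTRF as 665/615 ratio ×10^4.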
# CCT modulator: modulators of cytosolic chaperonin (CCT/TRiC) activity. purified chaperonin ATPase assay, HTRF ADP detection, 30 min. activity change, % (test concentration not listed), hits read low. 0.3% of 360,000 active. AID 651819; in the data active means activity change below about -30%; further: on the % scale 0 is the no-effect control and ±100 the full control effect
#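 Enzyme 40 or 20 nM (batch-dependent) in Tris pH 7.4/KCl/MgCl2/DTT; cpd 76 uM single point; ATP 10 uM; 30 min 37 °C; Transcreener ADP HTRF detection, 30 min RT; ratio 665/615.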
# EPAC2 antag: EPAC2 (human) antagonism. 0.18% of 360,000 active. Potency, µM (highest dose often 114 µM), for the others: at the top dose activity, negative = inhibition, usual class: inhibitors. Q8WZA2. EPAC2 GEF exchange of Rap1B-BODIPY-GDP, fluorescence; further: potency means the concentration at half of the fitted maximal effect; on the % scale 0 is the no-effect control and ±100 the full control effect; nearly all actives have a fitted effect of over 45% in size; many of its hits are not listed in these tables
# PTHR1 agonist: PTHR1 (human) receptor agonism | 0.075% of 410,000 active | HEK293 GP2 PTHR1 cells, GloSensor cAMP luminescence, 1 h | Potency, µM (series often up to 115 µM), inactives show at the top dose activation, hits mostly activators | AID 743266 | Q03431; further: potency means the concentration at half of the fitted maximal effect; nearly all actives have a fitted effect of over 55% in size; some results filed as inactive show a strong effect at the top dose; inactives centre near -15; many of its hits are not listed in these tables
# Target sequence (Q03431 whole entry, looked up): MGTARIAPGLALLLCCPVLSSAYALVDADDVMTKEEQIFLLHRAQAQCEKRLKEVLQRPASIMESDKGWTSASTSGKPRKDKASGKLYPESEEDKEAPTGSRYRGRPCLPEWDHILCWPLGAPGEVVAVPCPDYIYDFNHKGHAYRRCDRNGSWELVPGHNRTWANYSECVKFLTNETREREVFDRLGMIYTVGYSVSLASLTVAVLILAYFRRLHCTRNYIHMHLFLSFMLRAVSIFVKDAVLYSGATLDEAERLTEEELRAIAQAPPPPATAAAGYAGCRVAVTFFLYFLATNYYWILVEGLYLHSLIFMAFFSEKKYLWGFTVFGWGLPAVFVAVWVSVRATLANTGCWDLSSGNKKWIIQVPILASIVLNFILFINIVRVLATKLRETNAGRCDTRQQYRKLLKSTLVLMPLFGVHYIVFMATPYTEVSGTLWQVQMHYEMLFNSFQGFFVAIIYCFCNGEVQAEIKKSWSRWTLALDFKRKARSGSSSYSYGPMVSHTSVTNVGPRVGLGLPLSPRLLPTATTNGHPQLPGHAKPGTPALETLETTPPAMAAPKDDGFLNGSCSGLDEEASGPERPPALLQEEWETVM
#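 HEK-293-derived GP2 cells expressing PTHR1 and a GloSensor cAMP reporter, 3,000/well, plated overnight, given luciferin plus IBMX (each 0.5 mM as added) for 1 h at 37 °C, then compound for 1 h at 37 °C. Luminescence was read after 15 min at room temperature.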
# The depositor's hits bear a star; i = inactive; u = inconclusive; x = no result given; [ ] = another dose, or the depositor's remark. Unless noted, the call rests on the fitted dose curve; in most records, active means well fitted curve in the direction sought with a large enough effect; inconclusive means small, poorly fitted or top-dose-only effect, or another doubt; inactive means no such curve, though single readings can be large; an effect the other way counts as inactive or inconclusive. An excerpt; rates above refer to the full screens.
SMILES,MmCpn inh,EPAC2 ag,D3 ag,DRD3 antagonist,Akt phos inh,CCT modulator,EPAC2 antag,PTHR1 agonist
Cc1cc(C)n(CC(C)O)c(=O)c1C#N (stereo not given),-5%,5%,4,41,i,-1.1,-5%,-8%[57.5 µM]
CC1(C)CC(=O)c2c(O)cc(OCc3ccc(Br)cc3)cc2O1,-2%,1%,-24,-17,x,-1.7,8%,-50%[inhibitor][57.5 µM]
Cc1ccc(NS(=O)(=O)c2coc(C(N)=O)c2)cc1F,-1%,12%,5,7,i,-0.3,0%,-18%
O=C(NNC(=O)c1cnccn1)c1ccc(Cl)cc1,-1%,9%,-7,-25,i,-0.7,10%,i
Cc1ccccc1C(=O)/C=C1/c2ccccc2CC(C)(C)N1C,-6%,1%,-6,-20,i,1.2,4%,i
COc1ccc(C(=O)NCC2CCCO2)cc1 (stereo not given),4%,1%,1,9,i,0.0,-5%,-9%
COc1ccccc1NC(=O)c1ccc(NC(=O)CSc2nncn2C)cc1,2%,16%,1,0,i,-1.2,-2%,-2%
Cn1c(SCC(=O)c2ccc3c(c2)NC(=O)CO3)nc2ccccc21,-8%,9%,9,7,i,-1.4,3%,i
Cc1nc2ccccc2c(=O)n1NC(=O)Cc1ccc(Br)cc1,u,-2%,10,24,-81%*,3.0,8%,-18%
Cc1nc2c(C#N)cnn2c2c1CCN2CC1CCCO1 (stereo not given),0%,-2%,43*,1,i,0.1,6%,i
CCOC(=O)[C@]12CCC=C1N(Cc1ccco1)C(=O)[C@H](CC(=O)N1CCC(c3ccccc3)CC1)C2,x,4%,0,0,i,-1.4,-2%,i
Cc1ccc(S(=O)(=O)N2CCN(C(=O)C3CSC4(C)CCC(=O)N34)CC2)cc1C (stereo not given),-1%,10%,-3,13,i,-0.4,17%,i
COC(=O)C1CCN(Cc2c(C(=O)N3C[C@@H](C)O[C@@H](C)C3)nc3ccc(Cl)cn23)CC1,0%,0%,-5,-10,i,-0.4,4%,23%
CC(C)=CCC/C(C)=C/CC/C(C)=N/O,0%,-6%,4,22,i,-1.6,0%,i
CCCCN(C(=O)CCC(=O)Nc1cc(C)on1)C(C(=O)NC(C)(C)CC)c1cccc(OC)c1OC (stereo not given),3%,0%,4,2,i,-1.5,0%,i
NC(=S)NN=C1c2ccccc2-c2c(F)c(F)c(F)c(F)c21,x,8%,-15,18,i,0.9,17%,-63%[inhibitor]
CC1CCN(C(=O)c2ccc(CNc3c(N4CCCC4)c(=O)c3=O)cc2)CC1,1%,15%,-2,u,i,-0.7,9%,i
CCc1ccccc1N(CC)C(=O)c1cn(C)c(=O)c2cc(OC)c(OC)cc12,1%,-2%,1,26,i,-0.1,-13%,i
C[C@H]1CN([C@@H](C)CO)C(=O)c2cc(C#CC3(O)CCCC3)cnc2O[C@H]1CN(C)C(=O)C1CC1,x,13%,-3,0,i,0.0,8%,-6%
CCn1c(CSc2nc3ccccc3s2)nnc1SCC(=O)c1ccc(Cl)cc1,-3%,18%,-2,3,i,-3.8,-13%,-11%
CC(C)N1CCC(N2CCN(C/C=C/c3ccccc3)CC2CCO)CC1 (stereo not given),-2%,9%,-3,5,i,1.2,15%,i
Cc1cc(C)c(S(=O)(=O)N2CCCCC2CCNC(=O)C(=O)NCc2ccccn2)c(C)c1 (stereo not given),-4%,-2%,0,21,i,-5.0,-2%,-17%
O=C(CSc1ccccn1)N1CCN(c2ncc(C(F)(F)F)cc2Cl)CC1,1%,5%,-11,-6,i,-2.9,-3%,-73%[inhibitor]
COc1cc(OC)cc(C(=O)NC(=S)Nc2cccnc2)c1,0%,-18%,-5,u,i,-1.0,-3%,0%

# 5 compounds drawn at random from the list so far, as already listed:
SMILES,MmCpn inh,EPAC2 ag,D3 ag,DRD3 antagonist,Akt phos inh,CCT modulator,EPAC2 antag,PTHR1 agonist
O=C(CSc1ccccn1)N1CCN(c2ncc(C(F)(F)F)cc2Cl)CC1,1%,5%,-11,-6,i,-2.9,-3%,-73%[inhibitor]
Cc1cc(C)c(S(=O)(=O)N2CCCCC2CCNC(=O)C(=O)NCc2ccccn2)c(C)c1 (stereo not given),-4%,-2%,0,21,i,-5.0,-2%,-17%
NC(=S)NN=C1c2ccccc2-c2c(F)c(F)c(F)c(F)c21,x,8%,-15,18,i,0.9,17%,-63%[inhibitor]
CCc1ccccc1N(CC)C(=O)c1cn(C)c(=O)c2cc(OC)c(OC)cc12,1%,-2%,1,26,i,-0.1,-13%,i
COC(=O)C1CCN(Cc2c(C(=O)N3C[C@@H](C)O[C@@H](C)C3)nc3ccc(Cl)cn23)CC1,0%,0%,-5,-10,i,-0.4,4%,23%

# Further compounds.
SMILES,MmCpn inh,EPAC2 ag,D3 ag,DRD3 antagonist,Akt phos inh,CCT modulator,EPAC2 antag,PTHR1 agonist
Cc1[nH]c2ccccc2c1/C=N/NC(=S)NC(C)C,-14%,0%,3,4,i,3.4,u,-12%
Cc1ccc2oc(Nc3nc(C)c(C)c(C)n3)nc2c1,-1%,5%,0,-1,i,-2.9,-3%,i
CCC(=O)NCCc1nc2cc(NC(=O)Nc3ccccc3)ccc2n1C,2%,6%,-8,-8,i,-2.3,4%,i
CCc1cccc(CC)c1-n1c(-c2cccnc2)n[nH]c1=S,-1%,4%,-4,-18,i,1.5,1%,i
Cc1cccc(-c2c3c(=O)n(C)c(=O)n(C)c3cn2-c2ccccc2O)c1,3%,-9%,-10,u,i,-0.9,3%,-3%[57.5 µM]
Cc1cc2n(n1)C(c1ccsc1)Nc1ccccc1-2 (stereo not given),u,14%,3,4,i,-3.9,0%,i
CC(C)N1CCCC(C)(C(=O)Nc2ccc3c(c2)OCO3)C1 (stereo not given),x,-1%,-7,u,i,0.9,2%,-20%
COc1cccc(C(CNC(=O)C2CCN(C(=O)Nc3ccccc3)CC2)N(C)C)c1 (stereo not given),0%,2%,-2,55,i,-0.5,4%,i
CC(=O)N1CC(C)Oc2ccc(S(=O)(=O)NC(CC(=O)O)c3cc(C)ccc3C)cc21 (stereo not given),-1%,0%,-2,0,i,0.0,2%,-1%
COc1cc([N+](=O)[O-])ccc1NC(=O)CSc1nnc(C)c(C)n1,-3%,0%,2,-2,i,-1.0,-1%,-12%
O=C(CSc1nnc(-c2ccccc2O)o1)NC1CCCCC1,-5%,2%,20,19,i,1.4,3%,i
Cc1ccc(C(O)CSc2nnc(-c3ccc4ccccc4c3)n2C)cc1 (stereo not given),-1%,7%,-29,-6,i,-3.8,3%,-13%
CC(C(=O)Nc1cccnc1)C1Sc2ccccc2NC1=O (stereo not given),0%,0%,-7,-4,i,-1.3,1%,i
CCCCN(CC)CCCNC(=O)c1cc2cc3ccc(OC)cc3nc2o1,-23%,1%,-1,-72*,i,-0.6,-2%,i
Cc1ccc2cccc(NC(=O)c3ccc(Br)o3)c2n1,0%,11%,-5,-4,i,-0.8,-22%,i
COc1ccc(C(=O)O/N=C(\N)Cc2ccc(Cl)cc2)cc1OC,-1%,5%,4,19,i,-3.1,4%,u
CC(=O)N1CCc2c(sc3c2c(=O)n(Cc2ccccc2)c(=O)n3CC(=O)NCC2CCCO2)C1 (stereo not given),1%,3%,0,-2,i,-0.6,8%,-17%
CCn1c(CNC(=O)c2cccc(C)c2)nnc1SCC(=O)N1CCOCC1,0%,7%,4,16,i,2.2,0%,i
O=C1CC(c2ccccc2)CC(=O)C1=CN1CCCC1 (stereo not given),0%,-1%,13,-2,i,0.2,-12%,u
COCCN(C(=O)COC(=O)CCOc1ccccc1C)c1c(N)n(Cc2ccccc2)c(=O)[nH]c1=O,-1%,12%,-6,-17,i,-3.1,-4%,-1%
CCc1ccc(NC(=O)C2CCCN2C(=O)NC2CCCCC2)cc1 (stereo not given),1%,9%,4,4,i,7.4,2%,i
NS(=O)(=O)c1ccc(NC(=S)NC(=O)c2cccs2)cc1,-2%,5%,-10,-28,i,-0.4,2%,-45%[inhibitor]
COC(=O)c1ccc(N2NC(=O)/C(=C/c3cc(OC)c(O)c(OC)c3)C2=O)cc1,-1%,3%,-15,-15,i,1.5,4%,-32%[inhibitor]
COCOCCn1cc(CN2CCS(=O)(=O)N(Cc3ccc(-c4ccc(Cl)nc4)cc3)C(C)C2=O)nn1 (stereo not given),x,3%,-1,2,i,-0.7,-3%,-32%[inhibitor]
O=C(NC(=S)N1CCCCC1c1cccnc1)c1ccccc1 (stereo not given),0%,-1%,3,-11,i,0.0,0%,7%
C=C[C@@H]1c2ccccc2N(S(=O)(=O)c2ccc(C)cc2)[C@H](c2ccccc2)C1(C#N)C#N,-1%,4%,6,15,i,0.5,-1%,i
O=C(O)c1ccc2c(c1)C(=O)N(N1C(=O)c3ccccc3C1=O)C2=O,0%,2%,-2,1,i,-2.1,3%,-4%
COCCNC(=O)C1(C)CCN(C(=O)c2ccc3sccc3c2)C1 (stereo not given),x,5%,1,0,i,-1.3,-2%,-15%
Nn1c(SCc2nc3ccccc3[nH]2)nnc1-c1cccnc1,-5%,4%,8,26,i,-2.4,2%,i
CCCCCCN1CCN(C2CN(Cc3ccccc3)S(=O)(=O)C2)CC1 (stereo not given),x,6%,-15,-94*,i,-2.3,10%,-12%
CCOC(=O)COc1c(OC)cc(Cl)cc1C1Nc2ccccc2C(=O)N1c1ccccc1 (stereo not given),-4%,11%,0,-59*,i,0.4,-1%,-7%[57.5 µM]
COc1ccccc1N1CCN(c2ccc3c(c2)S(=O)(=O)c2cccc(C(=O)NCc4cccc(F)c4)c2C3=O)CC1,x,12%,-7,-1,i,-1.6,9%,-26%
COc1ccccc1C(=O)NNC(=O)c1ccc2ccccc2c1,1%,4%,-2,1,i,-7.3,4%,-4%
O=C(COC(=O)/C=C/c1ccccc1Cl)Nc1cccnc1Cl,-1%,-2%,7,16,i,0.0,-10%,-20%
Cn1c(CN2CCCC2)nc2cc(NS(=O)(=O)c3ccccc3)ccc21,1%,2%,-35,-80*,i,-6.4,0%,-22%[57.5 µM]
O=C(O)[C@@H]1CC(O)CN1C(=O)CCc1c[nH]c2ccccc12 (stereo not given in full),4%,4%,-8,8,i,-1.5,19%,i
O=C(NCCCN1CCOCC1)C(=O)NCC1OCCN1S(=O)(=O)c1ccc(F)cc1 (stereo not given),-4%,-1%,5,18,i,0.3,18%,-5%
COc1ccc(-c2nnc(SCC(=O)N3CCC(Cc4ccccc4)CC3)o2)cc1OC,-2%,9%,38*,49,i,-2.5,0%,-2%[57.5 µM]
Cc1nnsc1-c1nc2ccccc2[nH]1,-5%,5%,0,3,i,-1.4,4%,-2%[57.5 µM]
